Source: PubChem BioAssay (several laboratories)
Rtt109 HAT inh = inhibitors of C. albicans Rtt109/Vps75 HAT, primary screen, biochemical, ThioGlo CoA-SH fluorescence, plate reader; AID 540336, 2011; 330,000 compounds, 0.16% hits; inhibition, % at 34.9 µM; purified Rtt109/Vps75, 4 h; Histone acetyltransferase RTT109 (Candida albicans (strain SC5314 / ATCC MYA-2876)), …;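 active means inhibition of at least 50% in every replicate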
Target sequence (Q5AAJ8 whole entry, looked up): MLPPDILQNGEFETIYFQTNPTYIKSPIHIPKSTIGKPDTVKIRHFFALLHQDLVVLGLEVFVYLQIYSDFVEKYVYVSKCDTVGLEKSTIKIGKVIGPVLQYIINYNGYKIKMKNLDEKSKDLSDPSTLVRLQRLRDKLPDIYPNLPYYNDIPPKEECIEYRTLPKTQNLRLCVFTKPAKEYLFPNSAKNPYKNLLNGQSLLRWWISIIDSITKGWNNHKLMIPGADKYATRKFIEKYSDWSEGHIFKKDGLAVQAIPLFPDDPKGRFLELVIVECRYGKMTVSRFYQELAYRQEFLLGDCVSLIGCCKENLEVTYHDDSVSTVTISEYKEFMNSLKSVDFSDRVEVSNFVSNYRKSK
PfHsp90 set2 = growth inhibition of PfHsp90-expressing yeast, primary screen, antimalarial PfHsp90 inhibitor project, S. cerevisiae, BacTiter-Glo luminescence, single point, set 2 | AID 504621, 2011 | 310,000 compounds, 0.32% hits | inhibition, % at 9.4 µM | BacTiter-Glo ATP, 48 h; yeast lacking PDR1 and PDR3 efflux regulators;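 active means every replicate shows inhibition above about 80%, whatever the replicate mean, limit read from the data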;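 further: 0% = DMSO neutral controls and 100% = 20 µM radicicol positive controls; yeast relying on Plasmodium falciparum Hsp90 in place of its own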
DAGLB inh = DAGLB lipase inhibitors, primary screen, biochemical, fluorescence, HTS. Diacylglycerol lipase-beta (Homo sapiens), Q8NCG7. HEK293T DAGLB membrane lysate, EnzChek fluorogenic substrate. inhibition, % at 5.17 µM. 340,000 compounds, 0.059% hits. AID 504411, 2011; in the data active means inhibition above about 34%;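 further: 0% = enzyme with vehicle and 100% = wells lacking enzyme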
Target sequence (Q8NCG7 whole entry, looked up): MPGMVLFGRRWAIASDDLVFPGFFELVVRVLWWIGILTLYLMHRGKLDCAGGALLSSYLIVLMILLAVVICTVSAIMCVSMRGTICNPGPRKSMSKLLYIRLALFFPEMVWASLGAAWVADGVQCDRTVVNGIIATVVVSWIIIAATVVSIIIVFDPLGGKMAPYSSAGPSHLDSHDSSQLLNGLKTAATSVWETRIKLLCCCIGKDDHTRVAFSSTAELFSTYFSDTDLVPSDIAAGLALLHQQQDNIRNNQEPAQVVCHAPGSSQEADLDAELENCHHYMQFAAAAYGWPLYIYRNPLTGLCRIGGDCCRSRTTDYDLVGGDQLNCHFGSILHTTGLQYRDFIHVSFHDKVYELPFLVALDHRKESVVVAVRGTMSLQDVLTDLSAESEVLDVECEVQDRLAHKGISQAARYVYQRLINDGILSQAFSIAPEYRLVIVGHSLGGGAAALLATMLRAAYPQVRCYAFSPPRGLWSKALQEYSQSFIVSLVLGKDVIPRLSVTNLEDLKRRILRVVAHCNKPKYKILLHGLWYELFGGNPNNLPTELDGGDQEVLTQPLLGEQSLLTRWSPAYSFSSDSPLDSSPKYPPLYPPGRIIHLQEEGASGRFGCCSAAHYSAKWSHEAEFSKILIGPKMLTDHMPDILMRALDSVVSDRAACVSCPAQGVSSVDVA
CAL PDZ inh = CAL PDZ peptide-binding inhibitors, primary screen, biochemical, fluorescence polarization, Cer-tagged CAL PDZ, HTS; Golgi-associated PDZ and coiled-coil motif-containing protein (Homo sapiens), Q9HD26; purified CAL PDZ, TMR-peptide fluorescence polarization, 1 h; inhibition, % at 20 µM; 330,000 compounds, 0.02% hits;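 active means highest replicate inhibition of at least 40%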;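 further: plate controls were DMSO neutral control wells for no effect and unlabeled competitor peptide control wells for full effect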
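Test system: tagged CAL PDZ domain / Buffer or medium: sodium phosphate/NaCl buffer pH 7.4 with TCEP, IgG, Thesit / Reagent: TMR-labelled reporter peptide T*-PRC34 bound in PDZ groove / Compound dosing: single point, 20 µM / Schedule: 1 h incubation at room temperature before polarization reading / Technique: fluorescence polarization (mP) / Benchmarks: unlabelled peptide, DMSO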
Wnt bcat act = Wnt/beta-catenin pathway activators, primary screen, cell-based, plate reader, single point | Wnt/beta-catenin reporter cell assay, activator | activation, % at 9.35 µM | 300,000 compounds, 1.2% hits | AID 743398, 2014; in the data active means activation above about 30%, passing the limit was not always enough;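 further: 0% = neutral control wells and 100% = positive control wells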
PvdQ acylase = P. aeruginosa PvdQ acylase inhibitors, primary screen, biochemical, fluorescence, plate reader and imaging, single point; inhibition, % at 10 µM; 340,000 compounds, 0.063% hits; PvdQ acylase [Pseudomonas aeruginosa LESB58]; AID 488965, 2010; purified PvdQ acylase; in the data active means inhibition above about 30%, passing the limit was not always enough;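 further: 0% = vehicle neutral wells and 100% = reference inhibitor wells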
Tat transport = E. coli Tat export inhibitors, primary screen, MC4100, TorA-mCherry reporter, fluorescence, single point; inhibition, % at 10 µM; 340,000 compounds, 0.036% hits;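 active means mean replicate inhibition at least 50% and at least half of replicates individually reaching 50%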;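 further: exported cargo escapes ClpAP degradation while cytoplasmic cargo is degraded and loses fluorescence; 0% = median of neutral control wells and 100% = median of NaSCN control wells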
AddAB inh = growth inhibition of E. coli expressing H. pylori AddAB, primary screen, AddAB inhibitor project, absorbance; inhibition, % at 11.9 µM; 330,000 compounds, 0.29% hits; AID 435030, 2010; in the data active means inhibition above about 12%;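 further: 0% = vehicle wells of infected cells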
phage Ecoli inh = growth loss of phage-infected E. coli, primary screen, RecBCD inhibitor project, absorbance, with phage, HTS | inhibition, % at 11.9 µM | 360,000 compounds, 0.26% hits | AID 651602, 2012; in the data active means inhibition above about 11%
Ecoli viability = E. coli V3065 growth inhibition, primary screen, counter-screen for AddAB inhibitor project, absorbance, OD600; 330,000 compounds, 0.27% hits; 18 h; inhibition, % at 11.9 µM;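 active means inhibition above the campaign's mean inhibition across all tested compounds plus 3 SD, cut at about 9.9% in these data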;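 further: uninfected addAB+ strain grown without phage in ampicillin broth; 0% = DMSO wells and 100% = ciprofloxacin 0.95 µg/ml wells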
The depositor's hits bear a star; / = not tested or not shown.

Order of values – Rtt109 HAT inh	PfHsp90 set2	DAGLB inh	CAL PDZ inh	Wnt bcat act	PvdQ acylase	Tat transport	AddAB inh	phage Ecoli inh	Ecoli viability
[1] Cc1cc(C)cc(N(CC(=O)Nc2ccccc2-c2ccccc2)S(=O)(=O)c2ccccc2)c1
    -10	-13	-1	-1.2	-5	-2	-6	4.2	2.2	3.1
[2] CCOC(=O)CNC(=S)N(CCCN1CCCC1)Cc1cccs1
    /	7	1	-1.4	-2	-9	3	0.3	2.3	3.7
[3] CC(C)C(NC(=O)c1ccccc1)C(=O)N1CCN(C/C=C/c2ccccc2)CC1 (stereo not given)
    2	/	-4	0.2	-1	-10	-3	1.3	1.0	-2.1
[4] O=[n+]1c2c(n([O-])c3cc(F)c(F)cc31)CCCC2
    2	-3	2	/	1	-3	-6	6.6	4.5	6.5
[5] COCCN(C(=O)COC(=O)c1cnc(C)cn1)c1c(N)n(Cc2ccccc2)c(=O)[nH]c1=O
    -3	2	-3	-2.4	1	1	1	-1.1	6.4	2.0
[6] CCOC(=O)CSCc1cn2cc(Cl)ccc2n1
    -1	-7	3	/	2	5	-1	1.8	/	0.7
[7] CS(=O)(=O)N1CCN(c2ccccc2NC(=O)c2cccs2)CC1
    -1	-5	1	-1.0	/	0	1	0.6	3.6	2.8
[8] Fc1cccc(Nc2c3c(nc4ccccc24)CCC3)c1
    5	6	-2	-1.0	2	5	-1	0.3	2.5	1.9
[9] COc1ccc(-c2nc(SC(C)C(=O)NCC3CCCO3)n[nH]2)cc1 (stereo not given)
    3	/	2	-1.7	-2	-10	-2	-1.0	-1.0	0.3
[10] O=C(NCC1CCCO1)C1CCCN(S(=O)(=O)c2cccc(C(F)(F)F)c2)C1 (stereo not given)
    6	-12	-1	-1.7	-1	-9	-2	3.2	1.8	0.6
[11] CSc1sc(-c2ccnc(SCCS(C)(=O)=O)n2)c(-c2ccccc2)c1C#N
    -13	-8	-2	-2.4	-2	-9	-2	0.0	1.1	-2.4
[12] CCc1nc2nc(C)c(NS(=O)(=O)c3ccc(C4CCCCC4)cc3)c(=O)n2[nH]1
    12	32	3	-4.0	6	14	3	5.1	3.3	1.6
[13] COc1cccc(OCC(=O)NNC(=O)c2cnccn2)c1
    -2	-21	-1	-0.6	/	6	-1	1.1	3.5	0.2
[14] O=C(O)c1cc(O)c2c(c1)C(=O)c1cc(O)cc(O)c1C2=O
    16	3	4	-2.4	-3	14	-7	0.7	0.9	-2.3
[15] C/C(=N/NC(=O)CNC(=O)c1ccccc1)c1ccc(C)cc1
    3	1	1	-0.7	0	-12	-3	3.7	2.3	0.0
[16] CC(=Nc1ccccc1)c1sc2ccccc2c1O
    -3	-10	-4	-1.3	-1	3	3	-0.3	1.9	-3.2
[17] O=C(Nc1cccc2cccnc12)C1CCCC1
    39	-20	-5	-2.4	-2	0	6	2.2	3.6	-0.3
[18] O=C(COC(=O)CSc1ccc([N+](=O)[O-])cc1)NCC1CCCO1 (stereo not given)
    2	-1	-1	-1.3	-1	-2	0	/	0.4	/
[19] O=C(COc1ccc(Cl)cc1)Nc1nc(-c2ccc(S(=O)(=O)N3CCOCC3)cc2)cs1
    1	/	-1	-0.2	/	-1	22	0.3	0.2	0.4
[20] Cn1c(SCC(=O)Nc2ccc(Cl)cc2)nc(O)cc1=O
    3	0	-5	1.3	-2	-3	2	-1.4	0.1	-0.1
[21] COC(=O)[C@@]1(Cc2ccccc2)[C@H]2C(=O)N(C)C(=O)[C@H]2[C@H]2CN=C(SCC3CC3)N21
    1	12	-1	0.1	-3	-10	-3	0.6	0.6	-0.7
[22] Cn1c(=O)c2c(ncn2CC(=O)N2CCN(c3cccc(Cl)c3)CC2)n(C)c1=O
    -2	-17	3	-3.0	/	-9	0	-1.3	2.4	1.3
[23] O=C(Nc1cccc(S(=O)(=O)NC2=NCCCCC2)c1)c1cc(-c2ccc(Cl)cc2)nc2ccccc12
    10	11	-5	-2.2	-1	-7	14	-0.5	2.1	0.3
[24] c1ccc(Nc2nc(NCCN3CCOCC3)nc(Nc3ccccc3)n2)cc1
    -4	20	0	-2.8	0	-10	-2	3.2	0.5	-3.3
[25] O=C(N/N=C/c1ccc(Br)o1)c1cc([N+](=O)[O-])cc([N+](=O)[O-])c1
    6	21	-2	1.0	0	3	-9	0.3	4.3	1.2
[26] CC12CN3CC(C)(CN(C1)C3c1ccc(Br)cc1)C2=O (stereo not given)
    3	21	0	/	/	-20	12	1.6	2.0	-0.6
[27] O=C(c1ccc(Cl)c([N+](=O)[O-])c1)N1CCN(C(=O)c2ccco2)CC1
    5	11	-1	-3.9	-2	3	2	3.4	5.2	3.3
[28] CC(=O)NS(=O)(=O)c1ccc(NC(=O)C2C3C=CC(C3)C2C(=O)O)cc1 (stereo not given)
    9	-9	-1	-0.3	2	-15	-1	-0.2	1.1	0.7
[29] O=C(COC(=O)CNS(=O)(=O)c1c(F)cccc1F)NC(=O)NC1CCCCC1
    -29	-4	-1	0.0	-2	-6	-1	0.4	6.6	-2.5
[30] O=C(Nc1ccccc1C(F)(F)F)c1cnccn1
    -14	-7	-2	0.5	1	1	-6	-2.1	1.9	-3.2

Pulled by compound from above:
Order of values – Rtt109 HAT inh	PfHsp90 set2	DAGLB inh	CAL PDZ inh	Wnt bcat act	PvdQ acylase	Tat transport	AddAB inh	phage Ecoli inh	Ecoli viability
[17] O=C(Nc1cccc2cccnc12)C1CCCC1
    39	-20	-5	-2.4	-2	0	6	2.2	3.6	-0.3
[26] CC12CN3CC(C)(CN(C1)C3c1ccc(Br)cc1)C2=O (stereo not given)
    3	21	0	/	/	-20	12	1.6	2.0	-0.6

More records:
Order of values – Rtt109 HAT inh	PfHsp90 set2	DAGLB inh	CAL PDZ inh	Wnt bcat act	PvdQ acylase	Tat transport	AddAB inh	phage Ecoli inh	Ecoli viability
[31] O=C(NC1CCCCC1)C(c1cccs1)N(CCCN1CCOCC1)C(=O)c1ccc(-c2ccccc2)[nH]1 (stereo not given)
    3	-17	1	-1.4	4	-3	3	-0.4	3.5	-1.0
[32] O=C1C2CCCN2C(c2ccc(Cl)cc2)N1c1nccs1 (stereo not given)
    2	-1	-1	-1.8	-5	-16	-5	-1.7	0.9	-0.2
[33] CCC1C(=O)NCCN1C(=O)c1cc(COc2cc(C)ccc2C)on1 (stereo not given)
    -3	-1	3	-0.7	0	-16	-2	-0.8	1.1	-1.3
[34] COc1ccc(C(=O)NCC(=O)NC2=NCCS2)cc1
    -3	-16	0	-1.1	0	-9	-9	-4.5	3.8	-4.0
[35] CCn1c(SCC(=O)NC2CC2)nnc1-c1cccc(OC)c1
    -2	-5	0	-0.1	1	2	6	1.8	0.4	1.2
[36] CCSc1nnc(-c2ccc(S(=O)(=O)NCc3cccs3)cc2)o1
    -1	/	-3	-1.4	-2	-10	0	-0.6	/	-1.1
[37] CCC(C)NC(=O)Nc1ccccc1C (stereo not given)
    10	36	3	-1.8	0	-11	7	2.1	3.5	0.3
[38] COCC(C)n1c(SCC(=O)N2CCCCC2)nc2ccccc2c1=O (stereo not given)
    5	13	-4	-0.5	-1	5	-4	1.3	1.9	-1.0
[39] CC(C)Nc1nc(Cl)nc(Nc2ccccc2)n1
    -4	-6	-3	-1.9	10	-19	-1	1.6	0.3	-4.3
[40] CCCCc1cc(=O)oc2cc(OCC(=O)N3CCOCC3)ccc12
    /	8	1	-1.8	2	4	-6	3.3	2.6	2.0
[41] CC(C)CNS(=O)(=O)c1ccc(S(=O)(=O)N2CCC3(CC2)OCCO3)cc1
    9	18	-2	-0.7	-3	10	-1	1.7	3.3	-1.2
[42] Cn1c(=O)c2[nH]c(=S)n(Cc3ccccc3)c2n(C)c1=O
    7	21	0	-0.2	-2	5	-4	/	0.9	/
[43] CCc1cc(C(=O)N2CCN(c3ccccc3OC)CC2)sc1C
    1	-6	-11	-1.5	-4	-2	6	2.3	-0.5	-0.3
[44] Cc1ccc(N2C(=O)NC(NS(=O)(=O)c3ccc(C)cc3)(C(F)(F)F)C2=O)cc1 (stereo not given)
    0	-8	-2	-1.2	2	-5	-9	0.3	0.4	-2.0
[45] CCc1ccc2[nH]c(=O)c(CN(Cc3ccccc3OC)C(=O)Nc3ccccc3OC)cc2c1
    1	15	0	-0.1	/	6	4	0.9	-0.3	-1.9
[46] Cc1cc(N2CCN(c3ccccn3)CC2)n2nc(C)nc2n1
    5	1	0	-0.8	/	10	-9	4.3	1.8	-2.0
[47] C=C1CCN([C@@H](Cc2ccccc2)C(=O)NCCCc2ccccc2)S(=O)(=O)c2ccccc21
    -2	/	-16	-0.1	-3	2	-10	-1.4	2.1	0.1
[48] O=C(CN1CCN(c2ccccc2F)CC1)c1ccc(O)c(O)c1
    -7	-23	0	/	-1	-8	9	/	-0.9	/
[49] COC(CNC(=S)Nc1ccc([N+](=O)[O-])cc1)OC
    34	-2	-2	-3.1	-2	9	-4	3.4	2.4	0.1

Some entries already given, showing only AddAB inh and PvdQ acylase:
| entry | compound | AddAB inh | PvdQ acylase |
| --- | --- | --- | --- |
| 39 | CC(C)Nc1nc(Cl)nc(Nc2ccccc2)n1 | 1.6 | -19 |
| 40 | CCCCc1cc(=O)oc2cc(OCC(=O)N3CCOCC3)ccc12 | 3.3 | 4 |
| 41 | CC(C)CNS(=O)(=O)c1ccc(S(=O)(=O)N2CCC3(CC2)OCCO3)cc1 | 1.7 | 10 |
| 42 | Cn1c(=O)c2[nH]c(=S)n(Cc3ccccc3)c2n(C)c1=O | / | 5 |
| 43 | CCc1cc(C(=O)N2CCN(c3ccccc3OC)CC2)sc1C | 2.3 | -2 |
